# Tn7 DDE FP: inhibitors of Tn7 peptide binding to fibrin DD(E), primary screen, biochemical, fluorescence polarization, human fibrin, Tn7 probe. FP displacement of FITC-Tn7 peptide from fibrin DD(E); 0% = median of compound wells per plate. inhibition, % at 8.3 µM. hit rate 0.13% among 370,000. AID 720508, 2013;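 active = inhibition above the mean of compounds falling within the control limits plus 3 SD of them, cut at about 14% in these data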;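 also: 0% = plate median of compound wells and 100% = 10 µM Aha-Tn7 peptide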
#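 Test system – human fibrin DD(E) · Times – 10 min preincubation, 3 h with tracer, room temperature · Detection – fluorescence polarization of the labelled Tn7 tracer · Measure – percent inhibition normalized to high-control wells · Benchmarks – high control wells with 10 µM unlabelled Aha-Tn7 peptide (full inhibition) · Repeats – singlicate testing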
# ASAP1 inh: inhibitors of human ASAP1 ArfGAP activity, primary screen, biochemical, fluorescence polarization; ASAP1-stimulated ARF1 GTP hydrolysis, GDP FP detection; AID 624377, 2012; hit rate 0.19% among 360,000; Arf-GAP with SH3 domain, ANK repeat and PH domain-containing protein 1 (Homo sapiens), …; inhibition, % at 16.5 µM; in the data active = inhibition above about 25%;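 also: 0% = vehicle with enzyme and substrate and 100% = no enzyme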
# ARFGAP1 inhibitor: inhibitors of rat ARFGAP1 GAP activity, primary screen, biochemical, fluorescence polarization, GDP tracer; hit rate 0.26% among 360,000; inhibition, % at 16.5 µM; ADP-ribosylation factor GTPase-activating protein 1 (Rattus norvegicus), Q62848; AID 651572, 2012; Arfgap1-stimulated ARF1 GTP hydrolysis, GDP FP detection;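 active = inhibition above a per-plate limit, mean inhibition of low control wells plus 3 SD, cut at about 25% in these data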;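 also: 0% = DMSO wells with enzyme and 100% = wells lacking Arfgap1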
#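 material = rat Arfgap1 catalytic domain, aa 1-136 | also added = human ARF1(Δ1-17)-GTP substrate | compound dosing = one concentration, 16.5 µM, DMSO 1.26% | times = GTP hydrolysis reaction 2 h at 25 °C | measured by = FP, GDP Alexa 633 tracer displaced from anti-GDP antibody, 620/688 nm | evaluation = percent inhibition of Arfgap1-stimulated GTP hydrolysis | replication = single well per compound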
# TDP2 inh: human TDP2 enzyme inhibitors, primary screen, biochemical, epi absorbance, recombinant enzyme; inhibition, % at 12.8 µM; hit rate 0.34% among 370,000; T5PNP hydrolysis, p-nitrophenol absorbance 415 nm; Tyrosyl-DNA phosphodiesterase 2 (Homo sapiens), O95551;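 active = inhibition above the mean of all tested compounds plus 3 SD, set per campaign, cut at about 25% in these data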;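 also: 0% = DMSO with enzyme and 100% = buffer with substrate but no TDP2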
#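 System – recombinant human TDP2 · Amount – 120 nM TDP2 per well · Buffer or medium – Mg2+-containing Tris-HCl buffer, pH 7.5 · Reagent – T5PNP substrate, 5 mM · Dosing – 12.8 µM single point, 1% DMSO · Incubation – 2 h at 37 °C · Measured by – epi absorbance · Read-out basis – percent inhibition · Benchmarks – high control without enzyme, low control DMSO plus TDP2 · Repeats – singlicate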
# LEDGF integ inh: blockers of LEDGF/p75-dependent integrase strand transfer – biochemical, TR-FRET, high throughput, primary screen | TR-FRET IN-LEDGF/p75 DNA integration, Eu/Cy5 | hit rate 0.64% among 370,000 | inhibition, % at 3.7 µM;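 active = inhibition above the screen-wide mean plus 3 SD, cut at about 13% in these data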;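 also: signal is the Cy5 over europium emission ratio at 671 and 618 nm; 0% = plate median of compound wells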
# KLK7 zymogen act: proKLK7 zymogen activators, primary screen, biochemical, fluorescence intensity. Kallikrein-7 (Homo sapiens), P49862. purified proKLK7, EDANS-DABCYL substrate fluorescence; 100% is mature enzyme control, 0% vehicle. activation, % at 7 µM. hit rate 0.9% among 370,000. AID 652039, 2013;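 active = activation above the mean of all tested compounds plus 3 SD, computed per campaign excluding outliers beyond control limits, cut at about 13% in these data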
# ADAM17 inh: ADAM17 inhibitors, primary screen, biochemical, QFRET. Disintegrin and metalloproteinase domain-containing protein 17 (Homo sapiens), P78536. recombinant ADAM17, EDANS/DABCYL FRET peptide cleavage. inhibition, % at 6.95 µM. hit rate 0.83% among 370,000;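 active = inhibition above the mean of compounds lying between control limits plus 3 SD, set per campaign, cut at about 8.5% in these data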;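 also: 0% = DMSO-only wells as the low control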
# Target sequence (P78536 215-824 limits assumed): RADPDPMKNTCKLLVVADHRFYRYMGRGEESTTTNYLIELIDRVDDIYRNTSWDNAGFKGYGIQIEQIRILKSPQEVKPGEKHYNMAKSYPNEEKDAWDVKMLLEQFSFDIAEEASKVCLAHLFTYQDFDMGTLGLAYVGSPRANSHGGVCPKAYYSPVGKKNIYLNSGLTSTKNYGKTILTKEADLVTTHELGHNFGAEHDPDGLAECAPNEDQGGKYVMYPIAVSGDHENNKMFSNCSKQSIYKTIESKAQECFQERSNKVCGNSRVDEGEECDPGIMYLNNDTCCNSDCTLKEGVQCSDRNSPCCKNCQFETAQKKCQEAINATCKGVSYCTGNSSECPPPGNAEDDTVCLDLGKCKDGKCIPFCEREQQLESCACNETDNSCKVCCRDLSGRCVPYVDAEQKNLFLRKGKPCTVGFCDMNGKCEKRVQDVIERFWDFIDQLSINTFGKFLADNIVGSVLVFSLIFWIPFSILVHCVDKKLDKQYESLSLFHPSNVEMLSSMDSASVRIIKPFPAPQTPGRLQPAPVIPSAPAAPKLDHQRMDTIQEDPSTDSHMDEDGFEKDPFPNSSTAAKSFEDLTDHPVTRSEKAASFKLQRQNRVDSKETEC
# DDE Tn6 FP inh: inhibitors of Tn6 peptide binding to fibrin DD(E), primary screen, biochemical, fluorescence polarization, human fibrin, Tn6 probe; Fibrinogen beta chain (Homo sapiens), P02675; Fibrin DD(E) TRITC-Tn6 fluorescence polarization displacement; inhibition, % at 8.3 µM; hit rate 0.21% among 370,000;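 active = inhibition above a per-campaign cutoff: mean of compounds within control limits plus 3 SD, cut at about 15% in these data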;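 also: 0% = median of all compound wells on the plate and 100% = blocking peptide control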
# PLC-gamma1 inh: PLC-gamma1 enzyme inhibitors, primary screen, biochemical, fluorescence, purified enzyme. 1-phosphatidylinositol 4,5-bisphosphate phosphodiesterase gamma-1 (Homo sapiens), P19174. inhibition, % at 12.2 µM. hit rate 0.84% among 370,000. fluorogenic substrate; in the data active = inhibition above about 9.5%
# ADAM10 inh: human ADAM10 inhibitors, primary screen, biochemical, QFRET, HTS; AID 720582, 2013; hit rate 0.62% among 370,000; inhibition, % at 7 µM; recombinant ADAM10, EDANS/DABCYL FRET peptide cleavage, 3 h;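 active = inhibition above a per-campaign cutoff equal to the mean of compounds falling between control-based bounds plus 3 SD, cut at about 20% in these data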;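 also: 0% = DMSO wells while the 100% control is not disclosed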
# Target sequence (O14672 214-748 limits assumed): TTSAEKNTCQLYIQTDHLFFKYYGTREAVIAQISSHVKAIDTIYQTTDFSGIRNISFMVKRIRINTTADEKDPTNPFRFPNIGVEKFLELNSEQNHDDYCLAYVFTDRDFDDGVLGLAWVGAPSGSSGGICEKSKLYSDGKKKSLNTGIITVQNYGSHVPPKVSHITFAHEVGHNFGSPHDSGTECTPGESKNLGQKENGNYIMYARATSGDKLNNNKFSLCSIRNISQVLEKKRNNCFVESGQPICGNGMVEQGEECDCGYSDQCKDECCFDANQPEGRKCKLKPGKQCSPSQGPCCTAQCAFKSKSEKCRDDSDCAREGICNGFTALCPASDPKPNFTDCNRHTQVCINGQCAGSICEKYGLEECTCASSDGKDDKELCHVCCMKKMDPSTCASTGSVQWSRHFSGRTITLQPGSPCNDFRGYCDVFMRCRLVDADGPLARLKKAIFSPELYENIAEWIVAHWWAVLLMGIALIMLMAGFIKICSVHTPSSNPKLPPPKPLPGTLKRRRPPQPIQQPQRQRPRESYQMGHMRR
# * marks the source's active call; other numbers are inactive results; i = inactive; . = no result given.
SMILES,Tn7 DDE FP,ASAP1 inh,ARFGAP1 inhibitor,TDP2 inh,LEDGF integ inh,KLK7 zymogen act,ADAM17 inh,DDE Tn6 FP inh,PLC-gamma1 inh,ADAM10 inh
CC(C)C(NC(=O)c1ccc2c(c1)OCCO2)c1nc2ccccc2[nH]1 (configuration not stated),3.1,-3.6,3.0,8.8,3.5,-0.6,0.8,-3.1,0.1,-4.0
O=C(CNC(=O)c1ccco1)NCc1ccc2c(c1)OCO2,-3.3,-5.0,10.2,6.9,1.1,0.3,-0.8,-0.9,1.7,-7.4
C/C(=N/NC(=O)NC12CC3CC(CC(C3)C1)C2)c1ccccc1,-2.1,11.9,1.5,13.0,5.4,0.5,-0.1,-1.5,-0.2,1.4
CC1CCCN(S(=O)(=O)c2cccc(-c3cn4cccnc4n3)c2)C1 (configuration not stated),1.6,-1.6,-3.4,-7.5,-3.6,-0.3,-194.4,-0.4,-106.3,i
O=C(Cn1cnc2ccccc2c1=O)c1ccc(Cl)cc1,0.9,2.8,-1.9,-3.9,0.6,0.0,-2.2,-10.8,0.6,13.6
COc1ccc(CNC(=O)CCC(=O)Nc2ccc(Cl)cc2)cc1,4.3,9.8,4.0,-3.6,-2.9,0.0,-6.6,-1.7,-1.7,-1.4
O=C(Nc1ccccc1)C1=C[C@H](C2CCCCC2)C[C@H](OCc2ccc(CO)cc2)O1,-3.5,10.3,2.8,-4.7,-0.1,0.8,7.2,-4.1,4.1,15.6
CC(=O)N1CCN(CC(=O)Nc2ccc3c(c2)CCC3)CC1,0.6,-2.6,-0.9,3.7,-2.5,-0.1,-3.0,-0.9,-1.1,1.4
CC(O)CNCc1ccc(Cl)cc1Cl (configuration not stated),6.7,14.1,18.3,0.0,-3.4,0.0,-2.3,3.1,-0.7,2.2
COc1ccc(NC(=O)CSCC(=O)Nc2ccc(S(=O)(=O)N3CCCC3)cc2)cc1,5.8,-4.5,6.1,-10.8,3.6,0.5,-4.8,-4.9,2.3,-9.9
CSCC[C@H](NC(=O)N1CCn2c1nc1ccccc12)C(=O)N[C@@H](C(=O)O)c1ccccc1,-3.5,3.1,7.9,-8.0,-4.4,-0.9,-8.9,-5.4,5.0,-10.3
COc1ccc(Cl)cc1-c1nc(-c2ccncc2)no1,6.8,-8.9,-11.0,9.2,3.0,-0.3,-3.3,1.2,0.7,-1.2
CC(=O)Nc1ccc(/C=C(\C#N)S(=O)(=O)c2ccc(C)cc2)cc1,-5.1,2.0,-8.0,9.4,1.3,-0.7,-5.0,-2.9,-11.0,-11.0
O=C(Nc1ccc(F)cc1)OCCN1C(=O)CCC12CCC(c1ccccc1)CC2 (configuration not stated),2.3,.,.,12.2,-0.8,-0.7,-3.7,1.0,-0.9,-4.0
CCn1c(SCC(=O)NCc2ccc3c(c2)OCO3)nnc1-c1ccco1,5.4,-3.0,-3.4,5.1,-0.1,0.1,-4.2,4.3,0.8,-2.9
Cc1ccc(NC(=O)CNC(=O)C23CC4CC(CC(C4)C2)C3)nc1,-5.1,7.0,-7.5,-14.9,1.8,-0.6,2.2,-4.2,3.2,-1.3
O=C(Cc1cccc(NC(=O)C2CCCN(C(=O)C3CCC3)C2)c1)Nc1cccc(C(=O)N2CCOCC2)c1 (configuration not stated),7.1,5.0,7.6,6.8,-5.3,0.0,-5.4,-3.8,0.6,-10.5
COc1cccc(C(=O)N(c2ccccc2)C2C=CS(=O)(=O)C2)c1 (configuration not stated),8.1,-11.6,4.1,13.0,-0.6,0.3,-3.7,-4.5,1.7,2.8
CCC(=O)n1nc(-c2ccc(OC)cc2)nc1N,-2.1,7.1,3.0,5.5,-1.8,0.5,-6.1,-0.5,0.0,2.8
COCCn1c(=O)c2c(nc3n2CCCN3Cc2ccccc2)n(C)c1=O,-5.2,-3.7,8.4,-7.6,-3.2,0.4,0.4,-0.1,2.8,2.1
O=C(CSc1nnc(Cc2cccs2)n1-c1ccccc1)NCc1ccc2c(c1)OCO2,0.7,10.0,13.5,-6.5,-0.8,0.2,-3.1,4.7,-1.6,-0.1
CC(C)NC(=S)NC(=O)c1ccc(Cl)cc1Cl,4.2,-6.5,-6.2,-2.5,-2.2,-0.4,-2.0,0.7,4.7,-4.6
COc1ccccc1CNCC(=O)Nc1cc(S(=O)(=O)N2CCCCCC2)ccc1Cl,-7.2,-2.6,5.6,11.6,1.1,0.5,1.6,-0.9,4.9,-0.2
CC(=O)Nc1sc2c(c1-c1nc3ccccc3s1)CN(C(C)C)CC2,-3.6,-0.6,5.0,-5.0,2.5,-41.1,-47.4,0.4,i,-199.9
CCOC(=O)c1cn(Cc2ccc(Cl)cc2Cl)c2cc(C)nn2c1=O,0.4,2.8,3.1,-1.4,7.6,0.2,-55.0,-10.1,-53.8,-108.3

# Following part:
SMILES,Tn7 DDE FP,ASAP1 inh,ARFGAP1 inhibitor,TDP2 inh,LEDGF integ inh,KLK7 zymogen act,ADAM17 inh,DDE Tn6 FP inh,PLC-gamma1 inh,ADAM10 inh
COc1ccc(C(C(=O)NC2CCCC2)N(C(=O)c2ccoc2C)c2ccc(C)cc2)cc1 (configuration not stated),0.8,-9.2,10.8,-2.5,2.1,-0.8,-4.5,-5.7,-2.4,-1.2
Cc1ccc2c(c1)N(C(=O)CCC(=O)NCc1cccnc1)CC(C)O2 (configuration not stated),4.5,-2.7,-1.7,3.0,-1.4,0.1,-2.2,4.4,-1.8,-8.8
COc1ccccc1OCCCOc1ccc(C)cc1Br,-1.2,3.3,0.5,-10.5,2.2,0.0,0.1,-6.4,1.5,-3.7
Cc1c(NC(=O)c2cccc(NC(=O)COc3ccccc3)c2)c(=O)n(-c2ccccc2)n1C,-2.9,-2.8,-4.4,5.2,0.6,-0.3,-8.2,0.2,0.6,-2.4
Cc1ccccc1C(=O)N1CCC(C(=O)O)CC1,-6.5,-11.0,8.1,7.7,0.8,0.8,-3.3,-7.0,6.1,7.9
CCC(=O)NC(=S)Nc1ccc2oc(-c3ccc(OC)cc3)nc2c1,-3.9,0.9,-14.8,2.9,-0.6,0.1,-2.9,1.4,-1.6,-11.7
COc1ccc(CCNC(=O)CSc2nc3[nH]c(=O)cc(O)c3s2)cc1,-2.8,-8.8,4.4,6.1,-4.7,0.2,0.1,-0.7,-4.1,-20.1
COc1cccc(C(=O)Nc2nc3c(s2)CN(C)CC3)c1,-3.7,8.0,5.7,8.2,5.9,-0.4,-1.7,-1.4,-14.0,-1.3
COc1ccc(CCNc2c(C=O)c(=O)[nH]c3ccccc23)cc1OC,1.3,5.7,15.2,2.4,0.9,-0.4,-1.6,-6.3,-0.1,1.8
COc1cccc(NC(=O)CN2C(=O)COc3ccc(S(=O)(=O)N4CCOCC4)cc32)c1,-0.5,-6.3,6.8,6.9,-1.6,0.0,-5.0,-1.7,0.3,-0.7
CCn1c(O)c(C=Nc2ccccc2)n(-c2ccccc2)c1=S,-9.3,1.5,13.7,0.7,1.5,0.0,-1.8,-1.9,1.3,0.2
Cc1ccc(NC(=O)NNC(=O)c2ccc3c(c2)NC(=O)C(C)(C)O3)cc1,-8.9,11.1,-4.6,19.9,0.9,0.3,-4.1,-4.2,1.0,-1.3
CCCC(=O)Nc1ccc(C(=O)N/N=C/c2cccnc2)cc1,-6.6,4.4,0.9,5.2,-3.6,1.1,-2.8,-3.8,-2.3,-7.1
O=C(O)c1ccccc1NCCO,3.7,-11.8,3.1,8.6,2.2,2.0,-132.6,9.1,-92.7,-392.8
CCN(CC(=O)Nc1ccc(NC(C)=O)cc1)Cc1c(O)ccc2cc(Br)ccc12,6.2,7.0,6.8,-4.6,-7.0,0.2,-1.7,8.9,-1.3,5.4
CC1=CCC2C(=O)N(c3ccc(C(=O)N4CCCCCC4)cc3)C(=O)C2C1 (configuration not stated),-9.7,6.8,10.3,1.5,-0.9,0.1,-2.0,-5.8,-0.4,6.6
CC(Oc1cccc(Cl)c1)C(=O)Nc1ccc(S(=O)(=O)NC2=NCCCCC2)cc1 (configuration not stated),-2.6,-1.3,7.9,-13.2,0.4,-0.1,-2.3,-4.4,3.5,10.1
CC(=NNC(=O)COc1cccc(C)c1)c1cccnc1,-8.5,-12.2,4.3,-0.8,0.1,-0.3,-1.3,-7.5,1.4,-18.1
Cc1ccc(C(=O)Nc2ccon2)cc1S(=O)(=O)N1CCCC1,-3.6,-15.0,8.5,-4.6,0.3,-0.3,2.4,2.9,0.0,-2.8
O=C(CN1CCOCC1)Nc1nc(-c2ccc3c(c2)CCN3S(=O)(=O)c2ccccc2)cs1,-0.1,-4.7,-1.5,-0.2,1.8,0.2,5.4,-0.5,0.1,16.3
CC1CCCC(NCC(O)COC(c2ccc(F)cc2)c2ccc(F)cc2)C1C (configuration not stated),0.4,-12.7,2.9,-11.9,-2.0,0.4,-3.6,3.8,3.7,2.8
CC1CCN(C(=S)NC(=O)c2ccc(F)cc2)CC1,7.2,6.2,7.8,3.6,2.0,-0.9,-1.1,8.5,1.4,-14.6

# Entries of single compounds, quoted from the list:
# CC(=NNC(=O)COc1cccc(C)c1)c1cccnc1 in the list: Tn7 DDE FP: -8.5; ASAP1 inh: -12.2; ARFGAP1 inhibitor: 4.3; TDP2 inh: -0.8; LEDGF integ inh: 0.1; KLK7 zymogen act: -0.3; ADAM17 inh: -1.3; DDE Tn6 FP inh: -7.5; PLC-gamma1 inh: 1.4; ADAM10 inh: -18.1
# Cc1ccc(NC(=O)NNC(=O)c2ccc3c(c2)NC(=O)C(C)(C)O3)cc1 in the list: Tn7 DDE FP: -8.9; ASAP1 inh: 11.1; ARFGAP1 inhibitor: -4.6; TDP2 inh: 19.9; LEDGF integ inh: 0.9; KLK7 zymogen act: 0.3; ADAM17 inh: -4.1; DDE Tn6 FP inh: -4.2; PLC-gamma1 inh: 1.0; ADAM10 inh: -1.3

# Assay outcomes from PubChem.

# Rows were taken by chance; overall some 4.2% were active at least once.
